# Glioma ERSR ind: ER stress response induction in glioma; 420,000 tested, 0.02% active; Potency, µM, without a hit: top-dose activation, usual class: activators; AID 602332; U87-MG GRP78 promoter luciferase reporter, 16 h; further: potency means the concentration at half of the fitted maximal effect; series mostly up to about 76 µM; % of control where 0% means no effect; nearly all actives have a fitted effect of over 35% in size
#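 Stably transfected U87-MG human glioma cells carrying a GRP78-based luminescent sensor were seeded at 1000 cells/well, pin-dosed with compounds and incubated 16 h. Luciferase reagent was then added, and end-point luminescence was read after 10 min at room temperature.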
# D2 antagonist: D2 dopamine receptor (human) antagonism | P14416 | inhibition, % at 10 µM | 340,000 tested, 2% active | HEK293 TREx D2 cells, calcium flux, dopamine EC80; in the data active means inhibition above about 30%; further: 0% is about no effect
#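 Antagonism is scored as inhibition of an EC80 dopamine-evoked calcium signal in a force-coupled, tetracycline-inducible HEK293 T-REx D2 line, with compound present 180 s before agonist.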
# ALOX12 inh: ALOX12 (human) lipoxygenase inhibition | P18054 | purified 12hLO, xylenol orange hydroperoxide absorbance | Potency, µM (highest dose often 108 µM), without a hit: at the highest dose activity change, negative = inhibition, hits mostly inhibitors | 580,000 tested, 1.1% active; further: potency means the concentration at half of the fitted maximal effect; on the % scale 0 is the no-effect control and ±100 the full control effect
#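 Purified human 12hLO (150 nM final) in 25 mM Hepes, 0.01% Triton X-100, pH 7.0 was preincubated 15 min at room temperature with compound. Then 40 uM arachidonic acid was added, 30 min. Hydroperoxide was read by Fe-XO absorbance ratio 573/405 nm.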
# RGS4 inh: blocks human RGS4-accelerated GTP hydrolysis. P49798. AID 504845. 390,000 tested, 0.039% active. Transcreener GDP fluorescence polarization, RGS4-accelerated GTP hydrolysis. Potency, µM (top dose mostly 114 µM), without a hit: top-dose activity change, negative = inhibition, usual class: inhibitors; further: potency means the concentration at half of the fitted maximal effect; on the % scale 0 is the no-effect control and ±100 the full control effect; nearly all actives have a fitted effect of over 75% in size; some results filed as inactive show a strong effect at the top dose
# Target sequence (P49798 whole entry, looked up): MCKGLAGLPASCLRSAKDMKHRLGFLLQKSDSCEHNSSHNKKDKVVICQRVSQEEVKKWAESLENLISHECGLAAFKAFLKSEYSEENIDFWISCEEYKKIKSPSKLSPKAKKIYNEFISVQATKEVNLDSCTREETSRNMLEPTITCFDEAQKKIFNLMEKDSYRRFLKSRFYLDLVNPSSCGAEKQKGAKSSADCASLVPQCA
#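 MLSMR compounds (23 nl, pin-transferred) preincubated 10 min at room temperature with a 500nM (2x) first reagent, then RGS4 at 900nM (2x) plus Transcreener GDP mix added; fluorescence polarization (620/688 nm) read before and after 90 min at 30 °C.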
# Vif-APOBEC3G blk: Vif-A3G binding inhibition; Q9HC16; HeLa A3G-eYFP + Vif (tagged APOBEC3G with the HIV-1 protein that degrades it), YFP fluorescence, overnight; Potency, µM (doses to about 46.1 µM), without a hit: top-dose activity, negative = active, usual class: inhibitors; 410,000 tested, 0.076% active; AID 602310;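 further: potency means the concentration at half of the fitted maximal effect; on the % scale 0 is the no-effect control and ±100 the full control effect; nearly all actives have a fitted effect of over 60% in size; hits raise eYFP signal because A3G escapes Vif-driven loss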
# Target sequence (Q9HC16 whole entry, looked up): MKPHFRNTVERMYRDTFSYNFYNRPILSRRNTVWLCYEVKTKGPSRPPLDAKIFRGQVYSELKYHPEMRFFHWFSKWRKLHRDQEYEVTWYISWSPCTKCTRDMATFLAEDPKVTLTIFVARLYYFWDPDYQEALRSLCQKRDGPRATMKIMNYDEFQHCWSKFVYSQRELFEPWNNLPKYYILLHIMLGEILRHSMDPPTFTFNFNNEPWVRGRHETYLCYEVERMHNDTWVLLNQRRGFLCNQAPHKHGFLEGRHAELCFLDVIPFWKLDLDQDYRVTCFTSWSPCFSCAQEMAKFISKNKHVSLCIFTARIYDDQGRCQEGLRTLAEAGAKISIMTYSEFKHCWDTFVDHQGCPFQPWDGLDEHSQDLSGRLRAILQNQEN
#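 HeLa cells stably expressing Vif and C-terminally eYFP-tagged A3G, seeded overnight at 37 deg C, then exposed to compound by pintool overnight at 37 deg C. Rise in yellow fluorescence (Ex 488/Em 500-530, Acumen) marks blocked Vif-driven A3G degradation.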
# ERG-DNA inh: inhibitors of human ERG Ets domain-DNA interaction | Potency, µM (doses to about 76.9 µM), inactives show at the top dose FP activity, negative = inhibition, hits mostly inhibitors | 370,000 tested, 0.028% active | fluorescence polarization, His-ERG Ets domain / labelled DNA | P11308 | AID 624246; active means well fitted inhibition curve with a large enough effect in the polarisation, with a control signal flat; inconclusive means small, poorly fitted or top-dose-only effect, or effect the other way, or a change in a side signal; inactive means no such curve, though single readings can be large or run the other way; the % refers to the polarisation;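 further: polarization taken with two DNA probes labelled with fluorescein and Texas red; potency means the concentration at half of the fitted maximal effect; % of control where 0% means no effect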
# Target sequence (P11308 whole entry, looked up, the tested form may be a part): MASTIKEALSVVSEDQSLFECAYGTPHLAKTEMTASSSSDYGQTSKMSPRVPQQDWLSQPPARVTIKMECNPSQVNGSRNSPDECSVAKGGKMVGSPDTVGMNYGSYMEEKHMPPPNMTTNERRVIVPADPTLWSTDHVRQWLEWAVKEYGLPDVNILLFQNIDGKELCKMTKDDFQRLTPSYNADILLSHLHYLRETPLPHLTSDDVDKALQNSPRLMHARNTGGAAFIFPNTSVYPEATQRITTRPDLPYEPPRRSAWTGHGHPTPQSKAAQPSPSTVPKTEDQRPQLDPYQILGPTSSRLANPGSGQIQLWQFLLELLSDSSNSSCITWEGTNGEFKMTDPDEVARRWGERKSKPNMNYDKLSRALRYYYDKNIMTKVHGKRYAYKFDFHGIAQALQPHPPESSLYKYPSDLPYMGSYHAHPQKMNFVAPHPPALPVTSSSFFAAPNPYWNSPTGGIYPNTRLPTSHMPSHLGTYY
#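 His-tagged ERG Ets domain (1 uM in the protein solution; 300mM KCl, 50mM Tris-HCl, 1mM EDTA, 1mM DTT, pH 7.5) received compound, then a probe mix of 5 nM fluorescein-DNA and 100nM Texas-615-DNA. Fluorescence polarization was read for both dyes.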
# D2 agonist: activates the human D2 dopamine receptor. activation, % at 2 µM. HEK293 T-REx D2 cells, calcium flux agonist mode. 340,000 tested, 0.53% active. P14416;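 active means activation over 3 SD above normal in the single-dose calcium agonist read, cut at about 30% in these data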; further: 0% is about no effect
#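 Agonism scored from kinetic calcium signal (1 read/sec, 180 s) following compound pin transfer, after a 10 s baseline. Cells: HEK293 Trex line expressing inducible D2 receptor coupled to calcium, dye-loaded after overnight culture at 30 C.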
# LDHA inh: LDHA (human) enzyme inhibition; P00338; purified LDHA, NADH/diaphorase-resazurin fluorescence; hits give low values; activity change, % (values are at about 110 or 230 µM); AID 1347041; 480,000 tested, 0.15% active; in the data active means activity change below about -30%; inconclusive means mostly about -25% to -30%;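 further: plate controls were DMSO wells for no effect and wells without enzyme for full effect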
#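 Resorufin fluorescence (ex540/em590), read at 0 and 20 min after diaphorase/resazurin addition, reports the NADH left after a 5 min room-temperature reaction of 2 nM human LDH5 with 0.06 mM NADH and 0.2 mM pyruvate.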
# Vif-A3F inh: Vif-A3F binding inhibition; HeLa A3F-eYFP + Vif (tagged APOBEC3F with the HIV-1 protein that degrades it), YFP fluorescence increase; Potency, µM (titrated, usually from 46.1 µM), for inactives: top-dose activity, negative = active; 390,000 tested, 0.2% active; further: potency means the concentration at half of the fitted maximal effect; % of control where 0% means no effect; nearly all actives have a fitted effect of over 65% in size
#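 HeLa cells stably expressing Vif plus C-terminally eYFP-tagged A3F were seeded, incubated overnight at 37 deg C, dosed with compound, incubated overnight again at 37 deg C. Yellow fluorescence (Ex 488/Em 500-530) reported blocked Vif-mediated A3F-eYFP degradation.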
# Numbers without * were called inactive; ? = inconclusive; . = no result given; & = joins results of further samples; [ ] = remark or other dose. Unless noted, the call rests on the fitted dose curve; in most records, active means well fitted curve in the direction sought with a large enough effect; inconclusive means small, poorly fitted or top-dose-only effect, or another doubt; inactive means no such curve, though single readings can be large; an effect the other way counts as inactive or inconclusive. A portion of the library; rates above refer to the full screens.
SMILES,Glioma ERSR ind,D2 antagonist,ALOX12 inh,RGS4 inh,Vif-APOBEC3G blk,ERG-DNA inh,D2 agonist,LDHA inh,Vif-A3F inh
CC(C)(C)c1ccc(C2=CC(c3ccccc3F)n3ncnc3N2)cc1 (configuration not stated),2%,.,5%,-2%,0%,7%,.,-2,5%
CCOC(=O)c1sc(=NC(=O)c2cc(OC)c(OC)c(OC)c2)n(C)c1C,-3%,-8,3%,-3%,0%,.,1.3,-6,-12%
COc1ccc(C2=CC3=C(Br)C(=O)C(C)(OC(=O)C4CCCC4)C(=O)C3=CO2)cc1 (configuration not stated),-2%,-4,.,?,1%,27%,1.6,10,5%
CCC(C)[C@H](NC(=O)Nc1ccccc1F)C(=O)OC (some centres not stated),-5%,25,155%[activator],-9%,-1%,0%,-0.9,0,-12%
CCc1ccc(N(CC(=O)N2CCCC2)S(C)(=O)=O)cc1,-3%,.,-3%,.,0%,.,.,-5,-17%
CC(=O)c1ccccc1NC(=O)CSc1nnc(Cc2csc(C)n2)o1,-2%,-6,-2%,14%,-3%,1%,1.0,-1,-4%
CC(C)Cc1nc2oc3c(Cl)ncnc3c2c2c1CCC2,16%,-13,8%,18%,0%,-3%,0.4,-6,-5%
Cc1ccc(CNC(=O)C(=O)NCC(c2ccco2)S(=O)(=O)c2cccs2)cc1 (configuration not stated),-4%,.,5%,-7%,5%,4%,0.3,-8,3%
COc1ccc(C(=O)C2CCCN(C(=O)c3cccs3)C2)cc1F (configuration not stated),-1%,-18,-15%,13%,0%,-6%,0.7,-5,-5%
Fc1ccc(Nc2cccc3nccnc23)cc1,7%,-12,-1%,-3%,-4%,-9%,-0.6,13,-17%
COCCNC(=O)C(c1ccco1)N(Cc1ccc(OC)cc1)C(=O)Cn1nnc2ccccc21 (configuration not stated),0%,.,-8%,17%,-4%,25%,.,-6,10%
S=c1[nH]nc(-c2ccncc2)n1Cc1ccccc1,-2%,9,?,-13%,-1%,.,-0.2,-2,-5%
COc1cccc2cc(C(=O)N(C)C)c(=O)oc12,-2%,-4,0%,32%,1%,-5%,0.3,-17,8%
O=C(COc1ccccc1Cl)Nc1ccccc1C(=O)N1CCCCC1,3%,-3,-29%,14%,-4%,-7%,-1.5,-8,2%
CCCn1ncc(CN2CCC(CO)(CC3CCCCO3)CC2)c1C (configuration not stated),-7%,-8,-6%,-7%,0%,-16%,0.8,-5,5%
NC(=O)c1ccsc1NC(=O)CS(=O)(=O)c1ccc(Cl)cc1,?,11,?,-11%,1%,-11%,0.4,1,1%
COc1ccc(NC(=O)C(CC(=O)O)C(C)c2ccccc2)cc1 (configuration not stated),-2%,-5,-26%,?,2%,8%,0.6,-6,11%
CNc1ccc2ncc(-c3ccccc3NC(C)=O)n2n1,1%,.,-2%,.,0%,.,.,-1,.
CCOCCCN(C)C1CCN(C(=O)c2oc3ccccc3c2NC(=O)c2ccc([N+](=O)[O-])cc2)CC1,-5%,1,-5%,17%[11.4 µM],0%,-2%,1.0,-9,1%
Cc1oc(-c2ccccc2)cc1C(=O)Nc1cccc(C(=O)O)c1,3%,4,?,-1%,-2%,1%,0.7,-5,-3%
O=C(c1cc2cc3ccc(Cl)cc3nc2o1)N1CCCCCC1,6%,-8,.,7%,-6%,8%,0.2,-4,-3%
COc1ccc(C(=O)Nc2cc(OC)cc(OC)c2)cc1,-3%,8,18%,-8%[11.4 µM],0%,-8%,-0.1,5,4%
CC(C)[C@H](NC(=O)c1ccco1)C(=O)OCC(=O)NC12CC3CC(CC(C3)C1)C2,-4%,-6,2%,22%,2%,-8%,-0.4,-6,5%
CC(=O)Nc1ccc(S(=O)(=O)N(C)CC(=O)OCC(=O)Nc2cccnc2Cl)cc1,-1%,-10,-1%,7%,1%,.,-0.3,-2,0%
COc1ccc(C(=O)N(C)CC2CCN(CCc3cccc(C(F)(F)F)c3)CC2)cc1C,-4%,24,-28%,-2%,-12%,-1%,1.3,2,-11%
O=C(CSc1n[nH]c(-c2ccc(Br)cc2)n1)N1CCOCC1,1%,.,8%,8%,-4%,19%,.,-1,-5%
COCCNC(=O)c1ccc(NS(C)(=O)=O)cc1,0%,.,17%,13%,-2%,.,0.6,-2,-12%
CC1CCCC(C)N1C(=O)COc1ccc([N+](=O)[O-])cc1Cl (configuration not stated),2%,-8,-3%,16%,0%,0%,0.0,-8,-2%
O=C(CN1C(=O)CCC1=O)Nc1nc(-c2ccccn2)cs1,-2%,7,-1%,9%,-1%,3%,0.3,6,-11%
COc1ccc(C(=O)Nc2ccnn2C2CCN(C(=O)c3cccnc3)CC2)cc1,0%,-12,-2%,11%,2%,-5%,0.4,-8,3%

# Rewritten with tabs: ten of the compounds above.
Compound	Glioma ERSR ind	D2 antagonist	ALOX12 inh	RGS4 inh	Vif-APOBEC3G blk	ERG-DNA inh	D2 agonist	LDHA inh	Vif-A3F inh
CNc1ccc2ncc(-c3ccccc3NC(C)=O)n2n1	1%	.	-2%	.	0%	.	.	-1	.
CCOCCCN(C)C1CCN(C(=O)c2oc3ccccc3c2NC(=O)c2ccc([N+](=O)[O-])cc2)CC1	-5%	1	-5%	17%[11.4 µM]	0%	-2%	1.0	-9	1%
Cc1oc(-c2ccccc2)cc1C(=O)Nc1cccc(C(=O)O)c1	3%	4	?	-1%	-2%	1%	0.7	-5	-3%
O=C(c1cc2cc3ccc(Cl)cc3nc2o1)N1CCCCCC1	6%	-8	.	7%	-6%	8%	0.2	-4	-3%
COc1ccc(C(=O)Nc2cc(OC)cc(OC)c2)cc1	-3%	8	18%	-8%[11.4 µM]	0%	-8%	-0.1	5	4%
CC(C)[C@H](NC(=O)c1ccco1)C(=O)OCC(=O)NC12CC3CC(CC(C3)C1)C2	-4%	-6	2%	22%	2%	-8%	-0.4	-6	5%
CC(=O)Nc1ccc(S(=O)(=O)N(C)CC(=O)OCC(=O)Nc2cccnc2Cl)cc1	-1%	-10	-1%	7%	1%	.	-0.3	-2	0%
COc1ccc(C(=O)N(C)CC2CCN(CCc3cccc(C(F)(F)F)c3)CC2)cc1C	-4%	24	-28%	-2%	-12%	-1%	1.3	2	-11%
O=C(CSc1n[nH]c(-c2ccc(Br)cc2)n1)N1CCOCC1	1%	.	8%	8%	-4%	19%	.	-1	-5%
COCCNC(=O)c1ccc(NS(C)(=O)=O)cc1	0%	.	17%	13%	-2%	.	0.6	-2	-12%

# More entries follow:
SMILES,Glioma ERSR ind,D2 antagonist,ALOX12 inh,RGS4 inh,Vif-APOBEC3G blk,ERG-DNA inh,D2 agonist,LDHA inh,Vif-A3F inh
CCCc1nnc(NC(=O)c2ccc([N+](=O)[O-])cc2)s1,-3%,16,23%,-4%,0%,-3%,-0.5,0,2%
COc1ccc(-c2noc(CSc3nc4sc(C)c(C)c4c(=O)n3-c3ccccc3)n2)cc1OC,0%,-19,-2%,12%,0%,.,0.6,-2,-2%
CCc1ccc(C2C(C(=O)Nc3ccccc3OC)=C(C)Nc3c(C(=O)Nc4ccc(C)cc4)cnn32)cc1 (configuration not stated),-4%,.,-21%,1%,-13%,-1%,-0.9,-5,-14%
CCOC(=O)c1oc2ccccc2c1NC(=O)CCl,-13%,-3,0%,38%,-7%,1%,0.3,-16,9%
COc1cc(C(=O)Nc2ccc3c(c2)OCCO3)ccc1OC(F)F,7%,8,2%,13%,0%,6%,0.2,-8,-9%
CN(C)C(CNC(=O)c1ccc(S(=O)(=O)Nc2cccc(C(F)(F)F)c2)cc1)c1ccco1 (configuration not stated),-5%,-17,-23%,-29%,-6%,-4%,-1.1,3,2%
O=C(COc1ccccc1)N1CCN=C1SCc1ccc(F)cc1,-3%,3,-2%,-13%,2%,11%,-0.5,1,0%
COc1ccc(OCC(=O)Nc2cc(-c3nn(C)c(=O)c4ccccc34)ccc2OC)cc1,-2%,22,-7%&0%,-40%[56.9 µM],-1%,-1%,0.6,0&2,-1%
CCOc1cccc(C(=O)N(Cc2ccc(C)o2)C2CCS(=O)(=O)C2)c1 (configuration not stated),.,.,-4%,3%,.,0%,-0.3,-5,.
CCOc1ccc(-n2c(N)c(C(=O)NCc3cccnc3)sc2=S)cc1,-4%,2,?,?,1%,5%,0.0,-5,2%
O=C(NCc1ccccc1)c1ccc2c(c1)CCN2S(=O)(=O)c1ccccc1,0%,.,5%,-4%,-2%,-3%,-1.0,-1,1%
Cc1ccc(NC(=O)c2ccc3c(O)c(S(=O)(=O)c4ccccc4)c(=O)[nH]c3c2)cc1Cl,-5%,.,?,17%,1%,3%,0.1,-16,1%
Cc1ccc(NC(=O)C2CCN(S(=O)(=O)c3ccc(C(C)(C)C)cc3)CC2)cc1S(=O)(=O)N1CCOCC1,-3%,.,129%[activator],19%,3%,4%,.,0,9%
Cc1cccn2cc(CNS(=O)(=O)c3cccc(F)c3)nc12,-5%,-8,21%,3%,2%,-9%,1.5,-4,-5%
CCn1c(C)nc2cc(OC)ccc21,0%,6,-1%,1%,4%,-2%,1.4,-7,-1%
O=C(Nc1nnc(-c2ccncc2)o1)c1ccccc1,-4%,-24,0%,?,4%,10%,-0.2,1,?
